# Screening results: PubChem, several laboratories
# TbHK1 inh: T. brucei hexokinase 1 inhibition; recombinant TbHK1, G6PDH-coupled NADH A340; 220,000 compounds, 0.11% hits; inhibition, % at 10 µM;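 active = inhibition of 50% or more in the single-dose primary screen; inactive = inhibition below 50%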
# TNF death inh: blocks TNF-alpha induced death of Jurkat FADD-/- cells. 220,000 compounds, 0.068% hits. Jurkat FADD-/- TNF necroptosis rescue, ATP luminescence, 24 h; 0 = TNF only, 100 = no-TNF cells. activation (protection from cell death), % at 10 µM;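 active = activation, meaning protection from cell death, of at least 50% relative to plate controls; inactive = activation below 50%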;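 also: necroptosis triggered by 40 ng/mL TNF-alpha added together with compound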
# PPC-1+TRAIL kill: PPC-1 cancer cell killing with TRAIL present; PPC-1 cells + TRAIL, ATPLite viability luminescence; cell killing (% activity), % at 4 µM; 220,000 compounds, 0.41% hits; AID 1443;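 active = cell killing above 50% in the first pass at 4 µM, then a duplicate retest at 5 µM averaging 50% or more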;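 also: plate controls were cells with TRAIL plus DMSO for no effect and medium-only wells lacking cells for full effect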
# FXIa inh: blocks human coagulation factor XIa protease activity. P03951. purified FXIa, Boc-Glu-Ala-Arg-AMC fluorogenic substrate. inhibition, % at 5 µM. 220,000 compounds, 0.14% hits. AID 798;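 active = inhibition of at least 40%; inactive = inhibition below 40%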;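 also: fluorescence of freed AMC excited at 355 nm; 0% = enzyme without compound and 100% = no enzyme blank; many of its hits are not listed in these tables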
# CHOP inhibitor: blocks CHOP induction under ER stress; inhibition, % at 10 µM; 220,000 compounds, 3.8% hits; CHO-K1 CHOP-promoter luciferase, tunicamycin-induced, 15-18 h;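 active = compounds that reduced the stress-induced luciferase reporter signal by more than about 70% of percent inhibition, limit read from the data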;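 also: 0% = tunicamycin plus vehicle and 100% = wells without tunicamycin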
# zVAD death inh: L929 zVAD cell death inhibition | L929 zVAD necroptosis rescue, ATP luminescence, 24 h; with zVAD 60 µM | viability rescue, % at 10 µM | 220,000 compounds, 0.38% hits | AID 1377;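 active = activation, scaled between plate controls, above about 75%, limit read from the data; inactive = activation under that limit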;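 also: 0% = zVAD with DMSO and 100% = DMSO alone without zVAD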
# Wee1 degr inh: blocks degradation of human Wee1 kinase; P30291; HeLa Luc-Wee1K328M stability, luciferase luminescence; 100% = proteasome inhibitor MG132 effect; reporter increase, % at 5 µM; 220,000 compounds, 1.2% hits;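 active = activation above the mean of all tested compounds plus 3 SD, set per screening run, cut at about 8.8% in these data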;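 also: cells exposed to compound for 20 h before luminescence read; 0% = DMSO alone and 100% = MG132 at 30 µM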
# Target sequence (P30291 whole entry K328M): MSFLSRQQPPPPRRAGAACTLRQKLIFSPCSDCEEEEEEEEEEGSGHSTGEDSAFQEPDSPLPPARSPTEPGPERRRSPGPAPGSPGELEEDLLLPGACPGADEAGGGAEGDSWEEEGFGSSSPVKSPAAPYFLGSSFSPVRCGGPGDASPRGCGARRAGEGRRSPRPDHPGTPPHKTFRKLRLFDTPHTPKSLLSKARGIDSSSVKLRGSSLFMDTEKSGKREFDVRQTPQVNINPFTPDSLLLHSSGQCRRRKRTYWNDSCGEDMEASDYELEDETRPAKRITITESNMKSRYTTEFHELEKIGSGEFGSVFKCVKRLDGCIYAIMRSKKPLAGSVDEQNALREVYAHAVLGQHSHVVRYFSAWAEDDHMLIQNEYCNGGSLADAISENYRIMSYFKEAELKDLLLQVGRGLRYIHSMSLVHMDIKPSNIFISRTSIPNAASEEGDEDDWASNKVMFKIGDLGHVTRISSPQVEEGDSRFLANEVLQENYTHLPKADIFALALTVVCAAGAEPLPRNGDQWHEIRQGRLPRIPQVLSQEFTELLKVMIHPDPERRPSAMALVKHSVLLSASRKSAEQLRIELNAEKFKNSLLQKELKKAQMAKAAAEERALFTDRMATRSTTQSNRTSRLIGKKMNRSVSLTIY
# FXIIa inh: factor XIIa (human) inhibition | purified FXIIa, Boc-QGR-AMC fluorogenic substrate, 2 h | inhibition, % at 5 µM | 220,000 compounds, 0.3% hits; in the data active = inhibition above about 40%;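 also: 0% = enzyme with no compound and 100% = blank without enzyme; many of its hits are not listed in these tables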
# EP2 antag: inhibitors of human EP2 prostaglandin E2 receptor. C6 glioma cells expressing human EP2, cAMP TR-FRET; cells stimulated with saturating PGE2. inhibition, % at 25 µM. 260,000 compounds, 0.52% hits. AID 1422;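 active = percent inhibition above 40 after rounding to a whole number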;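 also: rat C6 glioma host cells with rolipram phosphodiesterase inhibitor present; the protocol text gives 20 µM as final concentration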
# Target sequence (P43116 whole entry, looked up): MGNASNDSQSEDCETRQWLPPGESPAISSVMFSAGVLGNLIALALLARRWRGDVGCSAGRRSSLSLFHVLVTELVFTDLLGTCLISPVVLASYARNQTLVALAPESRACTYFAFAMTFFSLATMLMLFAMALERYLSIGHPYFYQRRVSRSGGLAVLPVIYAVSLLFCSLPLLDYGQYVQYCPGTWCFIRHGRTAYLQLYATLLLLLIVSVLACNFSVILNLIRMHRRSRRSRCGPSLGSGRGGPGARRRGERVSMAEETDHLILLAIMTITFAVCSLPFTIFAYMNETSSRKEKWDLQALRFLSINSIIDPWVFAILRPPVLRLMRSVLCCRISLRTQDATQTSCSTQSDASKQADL
# Numbers without * were called inactive; . = not tested or not shown; & = joins results of further samples. The list is partial, so the mix of outcomes need not match the whole.
smiles	PPC-1+TRAIL kill	CHOP inhibitor	FXIa inh	EP2 antag	zVAD death inh	FXIIa inh	TNF death inh	Wee1 degr inh	TbHK1 inh
O=[N+]([O-])c1cc(C(F)(F)F)cc([N+](=O)[O-])c1NCCNC(=S)Nc1ccc(Cl)c(Cl)c1	-18	43	5	21	2.3	8	-12	0	3
N#Cc1ccc(-c2ccc(Cl)cc2)nc1SCC(=O)c1cccc(Cl)c1	1	-1	-5	10	0.5	-13	0.1	4	-13
CC1(c2nnc(-c3ccc(Cl)cc3)o2)CC(c2cccc(Cl)c2)=NO1 (stereo unspecified)	5	11	-4	9	-0.7	2	1.0	.	-9
COc1ccccc1/C=C(/C(=O)OCC(=O)Nc1ccccc1C(C)C)c1ccccc1	14	20	10	10	-0.3	16	-0.4	1	2
CC(=O)Nc1ccc2nc(NC(=O)COc3ccc(C)cc3)sc2c1	4	-23	10	7	10.0	5	4.0	-3	-3
Cc1ccc(-c2nc(C=Nc3cccc(C)c3)c(O)o2)cc1	13	10	5	0	0.6	14	1.0	5	-18
O=C(O)[C@H](Cc1ccccc1)N1Cc2ccccc2C1=O	8	18	9	.	2.8	16	0.6	-1	0
COc1cc(/C=N\NC(=O)c2ccc(=O)[nH]n2)cc(OC)c1OC	13	-2	15	9	1.0	17	3.5	-2	-30
COC(=O)c1nnn(CC(=O)Nc2cccc(Cl)c2)c1C(=O)OC	1	-9	-8	23	-0.5	-4	0.4	4	3
CCN1CCCC1CNC(=O)C(=O)NCCc1ccc(OC)c(OC)c1 (stereo unspecified)	14	-3	-4	7	1.7	-7	1.2	0	-7
Cc1cccc(N2C(=O)CC(n3ccnc3)C2=O)c1C (stereo unspecified)	-3	12	1	9	0.1	9	-0.5	5	4
OCCNc1nc(Nc2cccc(O)c2)nc2ccccc12	-9	-13	-2	6	1.2	6	-0.6	-1	-16
COc1ccc(-n2nc(C(=O)NCC(=O)Nc3ccccn3)c3ccccc3c2=O)cc1Cl	30	39	-1	.	0.1	15	-4.8	2	-2
O=C(N/N=C/c1cccnc1)c1ccc(CN2c3cccc4cccc(c34)S2(=O)=O)cc1	-15	9	-1	7	-0.2	4	0.5	0	-5
COc1cccc(CNC(=O)N[C@@H](CC(C)C)C(=O)O)c1	4	20	1	2	-0.5	13	0.8	2	-10
Cc1ccc(-c2nn(-c3ccccc3)cc2CN(Cc2ccccc2)C(=O)c2ccco2)o1	-26	1	-6	9	0.9	4	-1.5	-1	22
CCc1[nH]nc2c1C1(C(=O)N(Cc3ccccc3)c3ccccc31)C(C#N)=C(N)O2 (stereo unspecified)	-5	32	-1	8	0.3	-5	-4.9	6	-3
COc1ccc(C2CC(=O)C=C(NCc3ccc4c(c3)OCO4)C2)cc1 (stereo unspecified)	8	9	-1	7	-0.7	7	-0.8	-2	-1
O=C(O)CCC(=O)NNC(=O)COc1cccc(Cl)c1	-8	5	1	3	-0.1	8	-0.2	1	-2
COc1ccc(-c2ccc(/C=C3\C(=O)N(c4ccccc4)N=C3c3ccccc3)o2)c([N+](=O)[O-])c1	6	32	-19	7	0.9	3	-2.2	-1	0
CCO/N=C(\C)c1c(O)cc(C(C)C)n(-c2ccccc2)c1=O	14	-5	5	10	0.6	1	1.6	-1	38
COc1cc(OC)cc(C(=O)NC(=S)Nc2ccc3c4c(cccc24)CC3)c1	-5	26	-18	11	0.2	-7	-3.7	1	-12
CC(C)C[C@H](NC(=O)c1[nH]cnc1C(=O)Nc1ccc(CNC(=O)OC(C)(C)C)cc1)C(=O)OC(C)(C)C	1	84*	2	10	1.1	8	-1.6	.	-27
Cc1ccc(S(=O)(=O)N(c2ccc(Br)cc2)C2C=CS(=O)(=O)C2)cc1 (stereo unspecified)	5	-4	2	8	-1.0	9	-0.1	-2	12
N#Cc1cnn(-c2ccccc2)c1NC(=O)CN1CCN(c2ccccc2)CC1	-2	4	0	1	0.6	2	0.7	3	-5

smiles	PPC-1+TRAIL kill	CHOP inhibitor	FXIa inh	EP2 antag	zVAD death inh	FXIIa inh	TNF death inh	Wee1 degr inh	TbHK1 inh
COc1cc2ncnc(NCCCN3CCOCC3)c2cc1OC	22	-9	1	2	2.0	6	2.1	7	-20
CCc1ccc(OCCCC(=O)Nc2ccc(N3CCOCC3)cc2)cc1	8	8	-1	7	3.2	8	0.1	-2	-10
CC1(C)CC(=O)C2=C(C1)NC(=O)CC2c1ccccc1F (stereo unspecified)	1	25	-9	11	-0.1	5	-1.1	0	5
Cc1cc(C)cc(NC(=O)C(OC(=O)c2sccc2C)c2ccccc2)c1 (stereo unspecified)	2	6	3	2	0.9	14	2.8	-3	8
CC(C)Oc1ccc(/C=N/NC(=O)C(CSCc2ccccc2)NC(=O)c2ccc([N+](=O)[O-])cc2)cc1 (stereo unspecified)	-19	76*	2	10	-0.5	10	-2.2	2	7
O=C(c1ccc(-n2nc(C(F)(F)F)c3c2CCCC3)cc1)N1CCOCC1	-2	4	-1	2	1.6	6	0.4	-2	-4
Cc1cc(-c2nnc(SCC(=O)c3ccc(Cl)cc3)o2)no1	5	40	6	12	-0.1	14	2.2	2	21
Cc1ccc(C(=O)CSc2nnc(COc3cc(C)cc(C)c3)o2)cc1	-10	23	-9	4	0.1	-5	0.0	3	1
COc1cc(NC(=S)NC2CC(C)(C)NC(C)(C)C2)c(OC)cc1Cl	14	-4	-4	13	0.5	1	2.1	-4	3
CCOc1cc(S(=O)(=O)NC2CCCC2)ccc1Cl	15	42	-2	7	0.4	8	0.3	0	1
N#Cc1cnn2c(-c3ccccc3)ccnc12	6	31	-12	13	0.7	-9	0.1	-2	-24
CCCCCCCc1nn2c(=O)cc(O)nc2s1	2	-20	-3	6	0.8	5	0.6	-2	11
O=C(CSc1nnc2c(n1)[nH]c1ccccc12)Nc1ccc(S(=O)(=O)Nc2ncccn2)cc1	33	-10	-4	6	5.6	1	1.5	-1	-1
O=C(Nc1cc(=O)[nH]c2ncnn12)c1ccccc1	12	8	1	11	-0.1	12	-2.8	-1	-3
CC(C)CNC(=O)CSc1nnc(-c2ccc(Cl)cc2)n1N	20	-6	-5	9	-0.4	-2	1.3	1	-8
CCOc1ccccc1/C=c1\sc2ncnn2c1=O	19	6	-8	3	0.1	1	-1.4	-1	-11
CCOc1ccc(C(C)=O)cc1NC(=O)/C=C\C(=O)O	20	15	4	2	0.7	8	0.2	-2	-1
CC(C)C1=NN2C(=N)CC(=O)N=C2S1	14	37	-2	4	0.2	9	-1.5	-2	1
O=C(O)CCc1ccccc1OC(=O)c1ccccc1	12	-7	-3	3	-0.3	3	2.8	1	-4
CCN1C(=O)CC(C(=O)OC)=C1C	-4	26	-2	7	-0.6	5	0.7	1	2
C[N+](C)(C)CCCCCCCCCC[N+](C)(C)C	15	-8&0	4	23&13	-0.9	13	0.2	-2	-7
CC(C)(O)C#Cc1ccc(CN2CCN(C3CCCC3)C(CCO)C2)cc1 (stereo unspecified)	17	-15	1	13	-0.5	3	0.7	-1	1
O=C(CCCl)N(Cc1nc2ccccc2c(=O)[nH]1)Cc1cccs1	24	11	-4	7	30	2	0.5	0	3
CCNc1nc(NCC)n2c(SCC(=O)N(CC)C3CCCCC3)nnc2n1	4	17	-8	3	0.2	-1	1.9	0	3
Cc1ccc(-c2nc(NCc3ccco3)n(S(C)(=O)=O)n2)cc1	30	8	-3	9	1.3	5	0.3	2	-5

# Given with values under each structure: part of the list above.
# Each structure is followed by: PPC-1+TRAIL kill, CHOP inhibitor, FXIa inh, EP2 antag, zVAD death inh, FXIIa inh, TNF death inh, Wee1 degr inh, TbHK1 inh
N#Cc1cnn2c(-c3ccccc3)ccnc12
→ 6, 31, -12, 13, 0.7, -9, 0.1, -2, -24
CCCCCCCc1nn2c(=O)cc(O)nc2s1
→ 2, -20, -3, 6, 0.8, 5, 0.6, -2, 11

# The listing continues:
smiles	PPC-1+TRAIL kill	CHOP inhibitor	FXIa inh	EP2 antag	zVAD death inh	FXIIa inh	TNF death inh	Wee1 degr inh	TbHK1 inh
O=C(C1CCCN(S(=O)(=O)c2cccs2)C1)N1CCc2ccccc2C1 (stereo unspecified)	0	56	-8	14	-0.5	-20	1.4	1	4
COc1ccc(CN(C(=O)Cc2c[nH]c3ccccc23)C(C(=O)NC2CCCCC2)c2ccc(C)o2)cc1 (stereo unspecified)	10	50	4	8	-0.1	8	-11	1	-2
Cc1ccc(C(=O)NC(C)CCc2ccccc2)cc1[N+](=O)[O-] (stereo unspecified)	12	-5	5	20	0.7	14	-1.9	11*	-2
O=C(c1ccc(F)cc1)c1ccc(N2CCCC2)cc1	22	20	-9	9	0.2	3	-4.5	1	-1
CN(CC(=O)NC1CCCCC1)S(=O)(=O)c1ccc(Br)s1	34	25	0	13	-0.5	14	-0.5	3	-4
CC(C)CCN1CC(C(=O)N2CCN(c3ccc(F)cc3)CC2)CC1=O (stereo unspecified)	7	4	8	14	-0.4	17	-2.6	3	1
CCC1C2CN(C(C)=O)CC=C2C(C#N)=C(N)C1(C#N)C#N (stereo unspecified)	0	0	-7	9&8	0.0	9	1.0	-1	34
NC(=O)C1CCN(CCS(=O)(=O)c2ccc(Cl)cc2)CC1	11	16	-10	14	1.0	0	0.8	2	-4
CC(CCc1ccc(O)cc1)N(C)CCc1ccccc1 (stereo unspecified)	-4	30	26	8	0.1	29	0.7	-3	1
CC(C)OC(=O)CN1C(=O)C(=O)c2ccccc21	23	-3	-2	10	0.4	10	-5.2	-1	5
Brc1ccccc1OCCCn1cnc2ccccc21	16	8	-9	1	0.7	-9	2.7	5	1
Nc1nc(-c2ccccc2)[nH]c(=O)c1N	33	8	-7	8	0.3	-4	1.2	-3	7
CC(C)(C)C(=O)Cn1nnc(-c2ccc(C(F)(F)F)cc2)n1	13	25	0	12	0.8	8	0.4	4	-7
Cc1ccccc1NC(=O)C[n+]1cc(-c2ccccc2)n2c1CCC2	11	9	4	7	0.1	8	0.3	2	-4
COc1ccc(C2N=C(c3ccccc3)C(C)(C)N2O)cc1OC (stereo unspecified)	-9	7	-4	6	1.6	-4	-0.6	-3	-2
Cc1cc(C)c2nc(-c3ccco3)cc(C(=O)O)c2c1	3	15	-2	17	3.0	7	-1.2	2	-8
CC1=NNC(=O)C1CCC(=O)N/N=C(\C)c1ccc(Cl)cc1 (stereo unspecified)	12	5	-10	7	-0.1	4	2.2	-1	-6
Cc1ccc(/C=N/N2CCN(Cc3ccccc3)CC2)o1	1	-11	17	10	-0.7	23	0.9	-1	-5
Cc1ccnc2nc(C(=O)NCc3cccs3)nn12	-6	13	-4	14	0.7	6	-0.6	-4	-1
CCN1CCC[C@H]1CNC(=O)c1cc(S(N)(=O)=O)ccc1OC	10	0&-30	.	12&10	.	.	.	7	.
O=C(NC1CC1)C1=C[C@H](C2CC2)C[C@H](OCCCCO)O1	5	-11	-1	4	0.8	5	0.8	1	-7
Cc1ccc(NC(=O)CN2CC(C)SC2=NC2CCCCC2)cc1 (stereo unspecified)	-1	.	-1	7	-0.2	8	0.1	-2	6
CCCc1cc(C(=O)N2CCN(S(=O)(=O)c3ccc(OC)c(OC)c3)CC2)cs1	6	33	2	1	-0.6	13	-1.6	-1	-1
Cc1cccc(Nc2ccccc2C(=O)OCC(=O)N2CCOCC2)c1C	-3	24	8	8	-0.3	10	-5.5	2	-15
CCOC(=O)C1CCN(C(=O)CCS(=O)(=O)c2ccc3c(c2)CC(C)N3C(=O)CC)CC1 (stereo unspecified)	-18	1	-2	9	-0.3	16	2.6	-1	-1
COc1cccc(C(=O)NCCSc2ccc(C)cc2)c1	33	11	-2	4	0.9	6	3.3	-2	6
